Screening data (PubChem)
Cycloheximide cs = Cycloheximide Counterscreen for Small Molecule Inhibitors of Shiga Toxin; cell reporter, cycloheximide protein synthesis inhibition counterscreen; max response, %; hit rate 12% among 300,000; in the data active = max response mostly above about 13%, no sharp cut-off; inactive = mostly below about 14%; also: read at 38.3 µM for the half of the compounds with a filed dose; 0% is about no effect
Sm TGR block = qHTS Assay for the Inhibitors of Schistosoma Mansoni Peroxiredoxins. Schistosoma mansoni thioredoxin glutathione reductase (TGR), Q962Y6. purified TGR, DTNB reduction, TNB absorbance 405 nm. Potency, µM (highest dose often 114 µM), without a hit: at the highest dose activity change, negative = inhibition, hits mostly inhibitors. hit rate 3% among 360,000; also: potency is read from the fitted curve at half-maximal effect; % is scaled to controls: 0 for no effect and ±100 for the full control effect; nearly all actives have a fitted effect of over 60% in size
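First, TGR (20 nM dispensed) and NADPH were mixed with compound. Second, a 15 min room-temperature incubation followed. Third, further NADPH and then DTNB were added to start the reaction. Finally, TNB absorbance was monitored kinetically.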
Shiga toxin inh = A qHTS for Small Molecule Inhibitors of Shiga Toxin; Vero cells, Shiga toxin protein synthesis inhibition reporter; inhibition, % at 38.7 µM; hit rate 9.2% among 290,000; AID 2315, 2010; in the data active = inhibition mostly above about 28%, no sharp cut-off; inactive = mostly below about 43%; also: 0% is about no effect
Pf growth 48h = Primary qHTS for delayed death inhibitors of the malarial parasite plastid, 48 hour incubation. P. falciparum luciferase growth in erythrocytes, 48 h. Potency, µM (top dose mostly 28.7 µM), without a hit: at the top dose activity change, negative = inhibition, most hits filed as inhibitors. hit rate 5.9% among 310,000. AID 504832, 2011; also: potency is read from the fitted curve at half-maximal effect; % is scaled to controls: 0 for no effect and ±100 for the full control effect
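Compounds are pin-transferred into medium, infected erythrocytes (2% hematocrit, 0.1% parasitemia final) are added, and plates sit one parasite generation at 37 C in 5% CO2. Detection reagent is then added and luminescence measured.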
Pf growth 96h = Primary qHTS for delayed death inhibitors of the malarial parasite plastid, 96 hour incubation; P. falciparum luciferase reporter growth, 96 h; Potency, µM (titrated, usually from 28.7 µM), without a hit: at the highest dose activity change, negative = inhibition, usual class: inhibitors; AID 504834, 2011; hit rate 6.9% among 320,000; also: potency is read from the fitted curve at half-maximal effect; % is scaled to controls: 0 for no effect and ±100 for the full control effect
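Plates of compound plus infected erythrocytes (2% hematocrit, 0.05% parasitemia final) incubate 96 hours, 37 C, 5% CO2. Detection reagent added; reduced luminescence from the parasites' luciferase reporter flags inhibition.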
Giardia FBPA inh = qHTS Assay for Inhibitors of Fructose-1,6-bisphosphate Aldolase from Giardia Lamblia | AID 2451, 2010 | A8B2U2 | hit rate 0.71% among 290,000 | Potency, µM (titrated, usually from 59.6 µM), for inactives: at the highest dose activity, negative = inhibition, actives largely listed as inhibitors | purified Giardia FBPA; also: potency is read from the fitted curve at half-maximal effect; % is scaled to controls: 0 for no effect and ±100 for the full control effect; nearly all actives have a fitted effect of over 55% in size
Target sequence (A8B2U2 whole entry, looked up): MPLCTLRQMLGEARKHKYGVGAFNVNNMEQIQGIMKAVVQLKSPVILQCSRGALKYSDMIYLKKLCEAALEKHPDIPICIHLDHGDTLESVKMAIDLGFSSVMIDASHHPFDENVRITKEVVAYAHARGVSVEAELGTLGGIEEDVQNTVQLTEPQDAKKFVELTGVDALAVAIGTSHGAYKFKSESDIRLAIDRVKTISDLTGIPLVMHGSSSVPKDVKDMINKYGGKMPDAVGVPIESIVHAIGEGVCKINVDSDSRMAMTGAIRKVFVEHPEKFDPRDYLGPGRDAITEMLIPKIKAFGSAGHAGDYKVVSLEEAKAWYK
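40 nM FBPA preincubated 10 min at RT with compound (up to 57.5 uM final), then substrate plus GAPDH/TPI/NAD/arsenate coupling and diaphorase/resazurin added. Fluorescence read after 20 min at RT, 525/598 nm.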
* hit, by the source's call; & = joins results of further samples; [ ] = remark or other dose. Unless noted, calls follow the shape of the dose curve; as a rule, active = well fitted curve in the direction sought with a large enough effect; inconclusive = small, poorly fitted or top-dose-only effect, or another doubt; inactive = no such curve, though single readings can be large; an effect the other way counts as inactive or inconclusive.

`Cc1ccc(S(=O)(=O)NC(C)C(=O)Nc2ccccc2C(=O)N2CCCC2)cc1` (stereo unspecified) gave Cycloheximide cs -1, Sm TGR block 7%, Shiga toxin inh -18, Pf growth 48h 0%, Pf growth 96h inconclusive and Giardia FBPA inh 0%.
For Cc1ccc(CNC(=O)/C=C/c2ccccc2Cl)cc1 the results were Cycloheximide cs 10, Sm TGR block 14%, Shiga toxin inh 21, Pf growth 48h 20%, Pf growth 96h inconclusive and Giardia FBPA inh 1%.
Cc1nn(C)cc1CNCc1ccc(OCC(O)CN(C)Cc2ccccc2)cc1 (stereo unspecified) was read as Cycloheximide cs -3, Sm TGR block 0%, Shiga toxin inh 4, Pf growth 48h inconclusive, Pf growth 96h -9% and Giardia FBPA inh 4%.
Screening O=C1Cc2cc(NS(=O)(=O)c3cc(F)ccc3F)cc3c2N1CCC3 returned Sm TGR block 3%, Pf growth 48h inconclusive and Pf growth 96h inconclusive.
`CC(c1ccon1)N(C)Cc1cn(C)nc1-c1cccc(Cl)c1` (stereo unspecified) gave Cycloheximide cs -1, Sm TGR block 28µM*, Shiga toxin inh -3, Pf growth 48h -5%, Pf growth 96h inconclusive and Giardia FBPA inh 0%.
Screening COc1ccc2sc(N(CCN(C)C)C(=O)/C=C/c3cccs3)nc2c1 returned Cycloheximide cs -9, Sm TGR block 1%, Shiga toxin inh -28, Pf growth 48h 5%, Pf growth 96h inconclusive and Giardia FBPA inh -8%.
For CCOC(=O)C(=CNNc1ccccc1)C(=O)OCC the results were Cycloheximide cs 1, Sm TGR block 2.2µM*, Shiga toxin inh 2, Pf growth 48h 29%, Pf growth 96h 71%[activator] and Giardia FBPA inh -5%.
Screening S=c1[nH]nc(Cc2noc3ccccc23)n1-c1ccc(Cl)cc1 returned Cycloheximide cs -1, Sm TGR block 7%, Shiga toxin inh 2, Pf growth 48h 6%, Pf growth 96h 2% and Giardia FBPA inh 6%.
`Cc1oncc1-c1csc(-c2ccccc2)n1` gave Cycloheximide cs 51*, Sm TGR block 3%, Shiga toxin inh 64*, Pf growth 48h 54%[activator], Pf growth 96h 113%[activator] and Giardia FBPA inh 6%.
CCOC(=O)C1=C(C)NC2=C(C(=O)c3ccccc32)C1c1ccc([N+](=O)[O-])o1 (stereo unspecified) was read as Cycloheximide cs 12, Sm TGR block 0%, Shiga toxin inh 17, Pf growth 48h 13µM*, Pf growth 96h inconclusive and Giardia FBPA inh -8%.
NC(=O)NC(=O)COC(=O)c1ccc(Cl)c(S(=O)(=O)N(Cc2ccccc2)c2ccc(Cl)cc2)c1 was read as Cycloheximide cs -4, Sm TGR block 7%, Shiga toxin inh 5, Pf growth 48h inconclusive, Pf growth 96h 0% and Giardia FBPA inh -3%.
CNc1ccccc1C(=O)OCC(=O)N(CCOC)c1c(N)n(CC(C)C)c(=O)[nH]c1=O was read as Sm TGR block 1%, Pf growth 48h -26% and Pf growth 96h 2%.
N#C/C(=C\c1ccco1)C(=O)Nc1ccc(S(N)(=O)=O)cc1 was read as Cycloheximide cs 0, Sm TGR block 10%, Shiga toxin inh -12, Pf growth 48h 9%, Pf growth 96h 26% and Giardia FBPA inh 7%.
Screening CCC(C(=O)NCCCN1CCN(CCCNC(=O)C(CC)c2ccccc2)CC1)c1ccccc1 (stereo unspecified) returned Cycloheximide cs 1, Sm TGR block 8%, Shiga toxin inh 2, Pf growth 48h inconclusive, Pf growth 96h 57%[activator] and Giardia FBPA inh 7%.
Screening O=C(Nc1nc2ccccc2c(=O)[nH]1)c1ccccc1SCc1ccccc1 returned Cycloheximide cs 1, Sm TGR block 9%, Shiga toxin inh 8, Pf growth 48h inconclusive, Pf growth 96h inconclusive and Giardia FBPA inh 0%.
`COc1ccc(S(=O)(=O)N2CCN(CC(=O)NC3CC3)CC2)cc1` gave Cycloheximide cs -2, Sm TGR block -18%, Shiga toxin inh -5, Pf growth 48h 75%[activator] and Pf growth 96h inconclusive.
O=C1NC(c2ccccc2)=NC1(Nc1ccccn1)C(F)(F)F (stereo unspecified) was read as Cycloheximide cs -3, Sm TGR block -4%, Shiga toxin inh -4, Pf growth 48h -10%, Pf growth 96h inconclusive and Giardia FBPA inh 0%.
For COCc1nnc(NC(=O)c2ccc(S(=O)(=O)N3CCOCC3)cc2)o1 the results were Cycloheximide cs -3, Sm TGR block 3%, Shiga toxin inh -6, Pf growth 48h inconclusive, Pf growth 96h inconclusive and Giardia FBPA inh 22µM*.
Screening O=C1NC2=C(C(=O)CCC2)C(c2ccc3ncccc3c2)N1 (stereo unspecified) returned Cycloheximide cs 9, Sm TGR block -8%, Shiga toxin inh -19, Pf growth 48h -9% and Giardia FBPA inh -1%.
`CCC(NS(=O)(=O)c1ccc(OC)cc1)C(=O)NCCC1=CCCCC1` (stereo unspecified) gave Cycloheximide cs -2, Sm TGR block 13%, Shiga toxin inh 13, Pf growth 96h inconclusive and Giardia FBPA inh 4%.
For Cc1ccc(NC(=O)NCc2ccncc2)cc1Cl the results were Cycloheximide cs 8, Shiga toxin inh 26, Pf growth 48h -20%, Pf growth 96h 7% and Giardia FBPA inh 1%.
Screening Cc1ccc(C)c(N2CCN(C(=O)c3ccc(CS(=O)(=O)c4ccccc4C)o3)CC2)c1 returned Cycloheximide cs -1, Sm TGR block 25µM*, Shiga toxin inh -9, Pf growth 48h inconclusive, Pf growth 96h inconclusive and Giardia FBPA inh 1%.
For Cc1ccc(OC(C)C(=O)N2CCCc3ccccc32)cc1 (stereo unspecified) the results were Cycloheximide cs -4, Sm TGR block -7%, Shiga toxin inh -4, Pf growth 96h inconclusive and Giardia FBPA inh 0%.
For CCC1=C(OC(=O)N(CC)CC)N2C(=O)OC(=NCC(=O)OC)[C@]2(C)[C@H]2C1=CC[C@H]1C(=O)NC(=O)[C@H]12 the results were Cycloheximide cs -2, Sm TGR block -9%, Shiga toxin inh 27, Pf growth 48h inconclusive, Pf growth 96h 45%[activator] and Giardia FBPA inh -1%&3%.
For Cc1ccc(OCc2ccc(C(=O)NCc3cccnc3)cc2)cc1C the results were Cycloheximide cs 33*, Shiga toxin inh 52*, Pf growth 48h -1%, Pf growth 96h 21% and Giardia FBPA inh 0%.
`CC1=NNC(=O)C1CCC(=O)N/N=C/c1ccco1` (stereo unspecified) gave Cycloheximide cs -4, Sm TGR block 8%, Shiga toxin inh 14, Pf growth 48h 20%, Pf growth 96h inconclusive and Giardia FBPA inh 0%.
For O=C(NCc1ccco1)c1cc(S(=O)(=O)N2CCCc3ccccc32)ccc1Cl the results were Cycloheximide cs 8, Sm TGR block -30%, Shiga toxin inh -5, Pf growth 96h -18% and Giardia FBPA inh 0%.
CCN(CC)c1ccc(-c2nn3c(-c4n[nH]c5c4CCC5)nnc3s2)cc1 was read as Cycloheximide cs -1, Sm TGR block 0%, Shiga toxin inh -2, Pf growth 48h inconclusive, Pf growth 96h 52%[activator] and Giardia FBPA inh -1%.
`NC(=O)COC(=O)c1c2c(nc3ccccc13)CCC2` gave Cycloheximide cs -6, Sm TGR block inconclusive, Shiga toxin inh -3, Pf growth 48h 218%[activator], Pf growth 96h -4% and Giardia FBPA inh -13%.
For NC(=O)c1cccc2ccccc12 the results were Cycloheximide cs -3, Sm TGR block -7%, Shiga toxin inh -5, Pf growth 48h 11%, Pf growth 96h 31%[activator] and Giardia FBPA inh 4%.

Continued, overlapping the part above by 3 compounds.
CCN(CC)c1ccc(-c2nn3c(-c4n[nH]c5c4CCC5)nnc3s2)cc1 was read as Cycloheximide cs -1, Sm TGR block 0%, Shiga toxin inh -2, Pf growth 48h inconclusive, Pf growth 96h 52%[activator] and Giardia FBPA inh -1%.
`NC(=O)COC(=O)c1c2c(nc3ccccc13)CCC2` gave Cycloheximide cs -6, Sm TGR block inconclusive, Shiga toxin inh -3, Pf growth 48h 218%[activator], Pf growth 96h -4% and Giardia FBPA inh -13%.
For NC(=O)c1cccc2ccccc12 the results were Cycloheximide cs -3, Sm TGR block -7%, Shiga toxin inh -5, Pf growth 48h 11%, Pf growth 96h 31%[activator] and Giardia FBPA inh 4%.
Cc1ccc(CNC(=O)CN(c2ccc(Cl)cc2)S(C)(=O)=O)cc1 was read as Cycloheximide cs 12*, Sm TGR block -13%, Pf growth 48h -12%, Pf growth 96h inconclusive and Giardia FBPA inh 8%.
For COc1ccccc1-c1nc(SC)n[nH]1 the results were Cycloheximide cs 23*, Sm TGR block -5%, Shiga toxin inh 51, Pf growth 48h 41%[activator] and Giardia FBPA inh -3%.
Screening Cc1c(C2(O)CCCCC2)[nH]c2ncccc12 returned Sm TGR block 9%, Pf growth 48h 11% and Pf growth 96h inconclusive.
For CCCCN(C)C(=O)C1CCCN(S(=O)(=O)c2ccc3c(c2)CC(C)N3C(=O)C2CC2)C1 (stereo unspecified) the results were Cycloheximide cs 21, Sm TGR block 7%, Shiga toxin inh 1, Pf growth 48h inconclusive, Pf growth 96h 13µM* and Giardia FBPA inh 7%.
`Cc1nn(C(C)C(=O)c2cccc(Cl)c2)c(C)c1[N+](=O)[O-]` (stereo unspecified) gave Cycloheximide cs 5, Sm TGR block 11%, Shiga toxin inh -4, Pf growth 48h inconclusive, Pf growth 96h inconclusive and Giardia FBPA inh -10%.
O=c1c2c([N+](=O)[O-])cc([N+](=O)[O-])cc2nc2ccccn12 was read as Cycloheximide cs -3, Sm TGR block -9%, Shiga toxin inh -12, Pf growth 48h 11%, Pf growth 96h inconclusive and Giardia FBPA inh -6%.
`CCCCCCCCCCCCCCCC(=O)NCCO` gave Sm TGR block -7%, Pf growth 48h 17%&-8%, Pf growth 96h 28%&-10% and Giardia FBPA inh 2%&-4%&5%&10%.
`Cc1ccc(C(C)C)c(OCC(O)CNC2CCCC2)c1` (stereo unspecified) gave Cycloheximide cs -4, Sm TGR block 3%, Shiga toxin inh -8, Pf growth 48h 5.2µM*, Pf growth 96h -15% and Giardia FBPA inh -10%.
C[C@@H](NC(=O)/C(C#N)=C/c1ccc(O)c(O)c1)c1ccccc1 was read as Sm TGR block -17%, Pf growth 48h inconclusive, Pf growth 96h inconclusive and Giardia FBPA inh -5%&-18%.
For O=C(NCc1ccco1)Nc1cccs1 the results were Cycloheximide cs 7, Sm TGR block inconclusive, Shiga toxin inh 19, Pf growth 48h 71%[activator], Pf growth 96h 0% and Giardia FBPA inh 0%.
For O=C(CN1C(=O)C2CCCCC2C1=O)Nc1nc(-c2ccccn2)cs1 (stereo unspecified) the results were Cycloheximide cs -2, Sm TGR block -16%, Shiga toxin inh 22, Pf growth 96h inconclusive and Giardia FBPA inh -10%.
Cc1[nH]c2ccc(C(=O)NCCN3CCOCC3)cc2c1C was read as Cycloheximide cs 1, Sm TGR block -1%, Shiga toxin inh -7, Pf growth 48h 3% and Pf growth 96h 6%.
For Cn1c(=O)c2[nH]c(N3CCN(c4ccccn4)CC3)nc2n(C)c1=O the results were Cycloheximide cs 6, Sm TGR block 58%[activator], Shiga toxin inh -9, Pf growth 48h 49%[activator], Pf growth 96h -19% and Giardia FBPA inh 0%.
Screening O=C(Cc1cn2ccsc2n1)Nc1nc2c(s1)CN(Cc1ccccc1)CC2 returned Cycloheximide cs -2, Sm TGR block -34%[11.4 µM], Shiga toxin inh 15, Pf growth 96h inconclusive and Giardia FBPA inh inconclusive.
CC(=O)Nc1ccc(-c2cn3ccsc3n2)cc1 was read as Cycloheximide cs 30*, Sm TGR block -3%, Shiga toxin inh 62*, Pf growth 48h 229%[activator], Pf growth 96h 10µM* and Giardia FBPA inh 0%.
